# Pf growth 96h – P. falciparum growth inhibition at 96 hours | P. falciparum luciferase reporter growth, 96 h | Potency, µM (titrated, usually from 28.7 µM), for the others: at the top dose activity change, negative = inhibition, actives largely listed as inhibitors | 320,000 compounds, 6.9% hits; note: potency is the fitted concentration of half-maximal effect; % is set by controls: 0 for no effect and ±100 for the full control effect
#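 P. falciparum expressing integrated firefly luciferase grown in erythrocytes (2% hematocrit, 0.05% parasitemia final) with compounds for 96 hours at 37 C, 5% CO2. Growth inhibition read as loss of luminescence after adding luciferase detection reagent.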
# Cycloheximide cs – counter-screen for Shiga toxin inhibitors: cycloheximide protein synthesis inhibition; 300,000 compounds, 12% hits; cell reporter, cycloheximide protein synthesis inhibition counterscreen; max response, %; in the data active = max response mostly above about 13%, no sharp cut-off; inactive = mostly below about 14%; note: read at 38.3 µM for the half of the compounds with a filed dose; 0% is about no effect
# TbPYK inhibitor – T. brucei pyruvate kinase inhibition | AID 624173 | Q57TT1 | Potency, µM (doses to about 76.8 µM), for inactives: at the highest dose activity, negative = inhibition, actives largely listed as inhibitors | TbPYK enzyme, Kinase-Glo Plus ATP luminescence, 45 min | 410,000 compounds, 0.12% hits; note: potency is the fitted concentration of half-maximal effect; % is set by controls: 0 for no effect and ±100 for the full control effect; nearly all actives have a fitted effect of over 50% in size
#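 T. brucei PYK with substrate was exposed to pin-transferred compounds across a concentration series, then started with 130 uM ADP (final). After 45 min at room temperature, Kinase-Glo Plus luminescence was read, normalized and curve-fitted.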
# Pf growth 48h – inhibits P. falciparum growth in the first generation, 48 h. P. falciparum luciferase growth in erythrocytes, 48 h. Potency, µM (series often up to 28.7 µM), for the others: at the top dose activity change, negative = inhibition, actives largely listed as inhibitors. 310,000 compounds, 5.9% hits. AID 504832; note: potency is the fitted concentration of half-maximal effect; % is set by controls: 0 for no effect and ±100 for the full control effect
#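 Cell-based growth assay: transgenic P. falciparum expressing firefly luciferase, cultured in red cells within RPMI 1640 containing 0.5% w/v Albumax, 24 mM bicarbonate and gentamycin. A drop in luciferase activity indicates inhibition.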
# LmPK inhibitor – inhibitors of Leishmania mexicana pyruvate kinase; Q27686; purified LmPK, Kinase-Glo ATP luminescence, 1 h; Potency, µM (doses to about 57.5 µM), for the others: top-dose activity change, negative = inhibition, hits mostly inhibitors; 290,000 compounds, 0.37% hits; note: potency is the fitted concentration of half-maximal effect; % is set by controls: 0 for no effect and ±100 for the full control effect
# Target sequence (Q27686 whole entry, looked up): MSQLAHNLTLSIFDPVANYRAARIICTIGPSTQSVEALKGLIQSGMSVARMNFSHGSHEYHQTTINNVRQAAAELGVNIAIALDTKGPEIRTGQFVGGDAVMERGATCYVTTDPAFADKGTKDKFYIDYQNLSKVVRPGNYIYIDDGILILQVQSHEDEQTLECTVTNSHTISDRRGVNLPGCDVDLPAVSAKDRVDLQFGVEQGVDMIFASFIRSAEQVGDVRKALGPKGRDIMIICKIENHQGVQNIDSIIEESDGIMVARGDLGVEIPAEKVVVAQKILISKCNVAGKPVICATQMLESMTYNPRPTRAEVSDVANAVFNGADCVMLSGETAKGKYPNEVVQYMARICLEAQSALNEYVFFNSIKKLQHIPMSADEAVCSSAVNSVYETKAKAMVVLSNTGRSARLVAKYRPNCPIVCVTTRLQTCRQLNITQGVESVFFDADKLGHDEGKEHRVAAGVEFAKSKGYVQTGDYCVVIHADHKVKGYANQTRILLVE
#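 Kinase-Glo luminescence read after 1 h RT reaction of 0.1 nM LmPK with 0.5 mM PEP and 0.1 mM ADP. Activity scaled between uninhibited and enzyme-free controls.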
# HCV inh – inhibitors of hepatitis C virus infection | Huh7.5.1 HCVcc-Cre infection, luciferase reporter, 44 h | Potency, µM (doses to about 41.8 µM), inactives show at the top dose activity change, negative = inhibition, actives largely listed as inhibitors | 340,000 compounds, 3.4% hits | AID 651820; note: potency is the fitted concentration of half-maximal effect; % is set by controls: 0 for no effect and ±100 for the full control effect
#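 Infectious HCV cell culture screen: compound-treated cells (1,000/well, pre-plated 4 h) are infected with HCVcc-Cre at roughly 0.5 moi and grown 44 h. Infection is quantified by luciferase signal after 15 min substrate incubation at room temperature.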
# Shiga toxin inh – blocks Shiga toxin action in Vero cells. 290,000 compounds, 9.2% hits. AID 2315. inhibition, % at 38.7 µM. Vero cells, Shiga toxin protein synthesis inhibition reporter; in the data active = inhibition mostly above about 28%, no sharp cut-off; inactive = mostly below about 43%; note: 0% is about no effect
# * marks the source's active call; other numbers are inactive results; u = inconclusive; x = not tested or not shown; [ ] = dose if it differs, or a comment. Unless noted, calls come from the whole dose curve; as a rule, active = well fitted curve in the direction sought with a large enough effect; inconclusive = small, poorly fitted or top-dose-only effect, or another doubt; inactive = no such curve, though single readings can be large; an effect the other way counts as inactive or inconclusive. The order is random. Share with any hit: about 24%.
SMILES,Pf growth 96h,Cycloheximide cs,TbPYK inhibitor,Pf growth 48h,LmPK inhibitor,HCV inh,Shiga toxin inh
C[C@@H]1NC(=O)c2cc([N+](=O)[O-])cc(I)c2OCC[C@@H](C(N)=O)NC(=O)[C@H](CCCCN)NC1=O,22%,-2,0%,24%,3%,33%[activator],-8
Nn1c(Cc2cccc3ccccc23)nnc1SCCOc1ccc(Br)cc1,u,5,-5%,4%,0%,u,8
O=C(Nc1ccc(F)cc1)c1cccnc1NCCc1ccccc1,3.7µM*,-3,2%,u,5%,17%,-12
O=C(OCC(=O)N1CCN(C(=O)c2ccco2)CC1)c1ccccc1O,-5%,20,1%,x,-2%,13%,32*
Cc1ccc2nc(NC(=O)c3cccc(-c4cc5ccccc5oc4=O)c3)sc2c1,219%[activator],13,0%,139%[activator],6%,8.9µM*,41
CC(=O)c1ccc(-n2ccc(=O)cc2)cc1,3%,-4,0%,22%[0.00184 µM],-1%,11%,3
CCCN1C(=O)C(NC(=O)c2ccncc2)(C(F)(F)F)C2=C1CC(C)(C)CC2=O (configuration not stated),x,-7,-3%,x,0%,11%,-5
O=C(O)C(c1ccccc1)C(c1ccccc1)c1ccccc1 (configuration not stated),u,-6,1%,2%,2%,8%,14
Cc1ccc(N2CC(C(=O)OCc3ccc([N+](=O)[O-])cc3)CC2=O)cc1 (configuration not stated),0%,5,8%,x,12%,9%,6
Clc1cccc(Oc2ncccn2)c1,27%,-3,-20%,9%,2%,4%,15
O=C(Nc1ccccc1Cl)c1ccc([N+](=O)[O-])o1,166%[activator],60*,0%,-30%,0%,u,110*
Cc1ccc(OCc2ccc(C(=O)Nc3nccs3)o2)cc1,x,4,9%,0%,0%,-20%,30
O=C(c1cc([N+](=O)[O-])ccc1Cl)N1CCN(Cc2ccc3c(c2)OCO3)CC1,-67%,-2,0%,-2%,2%,-15%,-22
Cn1nnnc1SCC(=O)NC1CCCCC1,73%[activator],12,-8%,19%,1%,13%,12
CN(C)CCCSc1nc(-c2ccccc2)nc2c1CCC2,u,0,-5%,u,-5%,u,-10
CCOC(=O)Cc1csc(NC(=O)C(NC(=O)C2CCC(C)CC2)C(C)C)n1 (configuration not stated),-6%,0,-6%,-11%[0.00184 µM],1%,u,30
CCOC(=O)c1ccc(NC(=O)CSc2nc3c(c(=O)n2-c2ccccc2OC)SCC3)cc1,u,1,-3%,-14%,-3%,u,15
COc1cccc(C2C(C(=O)Nc3ccc(C)cc3C)=C(C)Nc3ncnn32)c1OC (configuration not stated),-11%,-2,-1%,12µM*,2%,6%,-1
COc1ccc(Cl)cc1N/C(N)=N/c1nc(C)cc(=O)[nH]1,61%[activator],-4,-4%,9%,-3%,-11%,1
COc1ccc(C2(C)NC(=O)N(CC(=O)Nc3ccc(S(=O)(=O)N4CCCC4)cc3)C2=O)cc1 (configuration not stated),-11%,-2,-4%,-7%,-2%,-18%,-15
CCSC1=C(C#N)C2(CCCCC2)C2=C(CC(C)(C)CC2=O)N1,u,8,6%,15%,1%,-5%,21
CCc1nnc(NC(=O)CSc2ccc(-c3ccco3)nn2)s1,0%,9,0%,2%,21%,9%,17
Nc1cnn(-c2ccccc2)c(=O)c1Cl,-14%,-1,3%,u,11%,-1%,x
COc1ccc(C(=O)CSc2nc3ncccc3[nH]2)cc1OC,-3%,11,5%,-5%,-3%,u,-8
COc1ccc(OCC(=O)N2CCN(C/C=C/c3ccccc3)CC2)cc1,10%,-2,-1%,-19%,0%,4%,16
CC(C)C(OC(=O)c1cccs1)C(=O)NCc1cccs1 (configuration not stated),u,-4,-5%,-14%,-1%,2%,-24
CCc1c(C)c2ccc(OC(C)C(=O)NC(Cc3c[nH]c4ccc(O)cc34)C(=O)O)c(C)c2oc1=O (configuration not stated),33%[activator],-1,-9%,-6%,-6%,-3%,-3
NNC(=O)c1cc2c(s1)CCCCCC2,u,-2,5%,u,4%,-13%,-4
COc1ccc(N2C(=O)NC(=O)/C(=C\c3ccccc3[N+](=O)[O-])C2=O)cc1,17%,1,u,10%,-3%,25%,-7
CC(O)C(NS(=O)(=O)c1ccc(Cl)cc1)C(=O)OCc1nnc(-c2ccccc2)o1 (configuration not stated),3%,11,-5%,5%,-3%,8%,15
COc1ccc(S(=O)(=O)N2CC3CCCN3c3cc(C(F)(F)F)ccc32)cc1 (configuration not stated),u,1,0%,u,0%,u,-18
CC(C)Cc1ccc(S(=O)(=O)N2CCCC2)cc1,-18%,15,-2%,x,9%,16%,-8
Cc1ccc(Cc2nnc(SCC(=O)Nc3ccccc3C)[nH]c2=O)cc1,-9%,x,2%,10%,x,-5%,x
CCOC(=O)c1cnc(/N=C/N(C)C)s1,58%[activator],27,3%,102%[activator],-1%,10%,36
Cc1ccc(C)c(NC(=O)COC(=O)c2cccc(S(=O)(=O)N3CCCCC3)c2)c1,23%,x,-8%,-4%,x,9%,x
CCN(CC)CCN(Cc1cc2cc3c(cc2[nH]c1=O)OCO3)C(=S)NCCOC,-7%,-3,-1%,2%,3%,0%,x
Cc1ccc(-c2nnc(SCC(=O)N3CCN(c4ccccc4)CC3)o2)cc1,u,-1,-8%,7%,2%,11%,-6
COc1ccc([C@@H]2CC(=O)c3c(O)cc(O)cc3O2)cc1O,43%[activator],x,8%,-7%,x,17%,x
CCOC(=O)CN1C(=O)C(=O)c2cccc(C)c21,-11%,-3,-1%,7%,2%,9%,10
CCCNC(=O)[C@H](Cc1c[nH]c2ccccc12)NC(=O)c1ccccc1Cl,-17%,25*,2%,-18%,-3%,-5%,9

# Quoted at random: six records from the list.
SMILES,Pf growth 96h,Cycloheximide cs,TbPYK inhibitor,Pf growth 48h,LmPK inhibitor,HCV inh,Shiga toxin inh
COc1ccc(S(=O)(=O)N2CC3CCCN3c3cc(C(F)(F)F)ccc32)cc1 (configuration not stated),u,1,0%,u,0%,u,-18
CCCNC(=O)[C@H](Cc1c[nH]c2ccccc12)NC(=O)c1ccccc1Cl,-17%,25*,2%,-18%,-3%,-5%,9
Cc1ccc(C)c(NC(=O)COC(=O)c2cccc(S(=O)(=O)N3CCCCC3)c2)c1,23%,x,-8%,-4%,x,9%,x
CCN(CC)CCN(Cc1cc2cc3c(cc2[nH]c1=O)OCO3)C(=S)NCCOC,-7%,-3,-1%,2%,3%,0%,x
COc1ccc([C@@H]2CC(=O)c3c(O)cc(O)cc3O2)cc1O,43%[activator],x,8%,-7%,x,17%,x
CCOC(=O)CN1C(=O)C(=O)c2cccc(C)c21,-11%,-3,-1%,7%,2%,9%,10

# Remaining list, next part:
SMILES,Pf growth 96h,Cycloheximide cs,TbPYK inhibitor,Pf growth 48h,LmPK inhibitor,HCV inh,Shiga toxin inh
Cc1cccc(N2C(=O)Cc3ccccc3C2=O)c1,1%,-1,7%,-9%,2%,4%,-5
CCN(CC)c1ccc(/C=N/Nc2nc(C)cc(C)n2)c(O)c1,u,22*,-14%,7.4µM*,4%,u,28*
COc1ccc(CNC(=O)C2C3C=CC4(CN(Cc5cccnc5)C(=O)C24)O3)cc1 (configuration not stated),92%[activator],-1,-4%,x,-2%,9%,-8
O=C(N/N=C/c1ccc[nH]1)c1ccc2c(c1)OCO2,122%[activator],37*,1%,177%[activator],-6%,13µM*,109*
COc1ccccc1C(=O)NCC(=O)N1CCN(S(=O)(=O)c2ccc3c(c2)OCCO3)CC1,0%,x,-5%,u,x,-11%,x
CP(=O)(Nc1cc(Cl)ccc1Cl)c1nc2c(s1)CCCC2 (configuration not stated),41%[activator],-3,-12%,-5%,-4%,14%,-5
COc1ccccc1NC(=O)c1ccc(NC(=O)CSc2nncn2C)cc1,26%,-1,4%,10%,-3%,u,-13
COc1ccc(OC)c(CC(NC(C)=O)C(=O)NC2CCN(c3c(Cc4ccccc4)c(C)nc4ncnn34)CC2)c1 (configuration not stated),u,-1,-1%,u,0%,8%,-9
CN(C)c1ccc(/C=C2\CCCCC2=O)cc1,322%[activator],14*,-5%,231%[activator],-16%,14%,28
Cc1c(N=Cc2nc3ccccc3n2C)c(=O)n(-c2ccccc2)n1C,63%[activator],49*,-8%,-2%,-17%,3%,64*
Cc1ccc(C)c(OCCC(=O)OCC(=O)N(C)c2c(N)n(Cc3ccccc3)c(=O)[nH]c2=O)c1,9%,x,-6%,-7%,x,5%,x
O=C(CC(Nc1ccccc1)C(=O)O)c1ccccc1 (configuration not stated),x,37*,-24%,174%[activator],u,2%,139*
CN1CCN(NC(=O)Nc2ccc(Br)cc2)CC1,62%[activator],24*,5%,84%[activator],-1%,-9%,24
CCOC(=O)c1sc(NC(=O)Nc2ccccc2Cl)cc1C,-75%,69*,-12%,-45%,-30%,u,113*
Cc1ccsc1/C=N/NC(=O)c1ccc([N+](=O)[O-])cc1,2%,24*,1%,-9%,3%,2%,-3
CCN1CCN(C(=S)Nc2cccc([N+](=O)[O-])c2)CC1,109%[activator],3,-5%,-15%,-2%,-22%,-16
Cc1cccc(-n2nnnc2-c2cnccc2C(F)(F)F)c1C,u,7,-16%,u,-2%,-1%,-8
NNC(=O)c1oc2nc(-c3ccccc3)cc(-c3ccco3)c2c1N,u,1,-17%,u,0%,-23%,6
Cn1c(N)c(C(=O)c2ccccc2)c(=O)n(C)c1=O,-20%,-2,-1%,x,-3%,8%,-7
COc1ccccc1/C=C1\SC(N2CCC(C)CC2)=NC1=O,-6%,26*,8%,0%[0.00184 µM],-3%,u,57*
CCCCC(=O)Nc1ccc(NC(=S)NC(=O)CCCCl)cc1OC,57%[activator],9,-2%,6%,3%,-9%,-2
COc1ccccc1-n1c(SCC(=O)N2CCCCC2)nc2cccnc21,u,-3,3%,-28%,2%,12%,18
Cc1c(N=C2NC(=O)C(CC(=O)Nc3ccc(Cl)cc3)S2)c(=O)n(-c2ccccc2)n1C (configuration not stated),x,3,-1%,17%,-10%,1%,-4
O=C1C=C2C=C[C@@H]3CC2(O1)[C@H]1CCCCN31,u,x,-4%,u,x,u,x
COc1cccc(C2CC(C(F)(F)F)n3ncc(C(=O)NCC4CCCO4)c3N2)c1 (configuration not stated),3%,-6,2%,-17%,9%,-10%,-4
C=CCn1c(=NC(=O)C2COc3ccccc3O2)sc2cccc(OC)c21 (configuration not stated),1.2µM*,-2,4%,7.4µM*,7%,4%,22
COCCNC(=O)CSc1cc(=O)n(C)c2cc(Cl)ccc12,u,-5,8%,32%[activator],-2%,-4%,-13
O=C(COc1ccc2ccccc2c1)NN1C(=O)c2ccccc2C1=O,u,1,4%,-1%,3%,7%,-2
COc1cc2c(cc1OC)C(c1cccc([N+](=O)[O-])c1)=NCC2,77%[activator],-3,5%,-14%,-1%,-24%,-9
COc1ccc(NC(=O)CC(C(=O)O)C(C)c2ccccc2)cc1 (configuration not stated),u,2,5%,32%,-3%,0%,-2
O=C1c2ccccc2NC(c2cn[nH]c2-c2ccc(Cl)cc2)N1O (configuration not stated),-93%,-1,-20%,u,-1%,u,-6
C=CCOc1ccc(/C=C(\C#N)C(=O)Nc2ccccn2)cc1,31%[activator],18,0%,32%[activator],-6%,30%,-5
Cc1ccc(/C=C(\C#N)C(=O)Nc2cccc3ncccc23)o1,10%,-2,5%,-4%,-12%,17%,3

# Assay outcomes: PubChem, National Center for Advancing Translational Sciences (NCATS)
